Screening results from PubChem.
Rpn11 block – inhibitors of human proteasome Rpn11; actives 0.59% (n = 360,000); O00487; calls only at 20 µM; human 26S proteasome, Ub4-pepOG fluorescence polarization; 20S core pre-blocked with epoxomicin; AID 588493;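 active = inhibition at 20 µM, scaled to each plate's controls, above about 33%, limit read from the data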
TbMetRS inhib – blocks T. brucei methionyl-tRNA synthetase activity; purified T. brucei MetRS, ATP depletion, Kinase-Glo luminescence; inhibition, % at 11.9 µM; actives 0.4% (n = 360,000); AID 624268;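 active = inhibition above a per-plate cutoff of the control wells' mean inhibition plus 3 SD, cut at about 5.5% in these data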;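 note: 0% = DMSO wells median and 100% = median of wells with control inhibitor compound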
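System: purified T. brucei MetRS enzyme / Detection: Kinase-Glo luciferase luminescence reporting remaining unconsumed ATP / Medium: HEPES buffer with MgCl2, KCl, DTT, spermine, BSA, pyrophosphatase / Replication: singlicate, one well per compound / Evaluation: percent inhibition relative to median high and low control wells / Schedule: 2 h aminoacylation at 25 °C after 15 min preincubation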
Scp-1 inhibitor – blocks human Scp-1 phosphatase activity; Q9GZU7; Recombinant Scp1, phosphopeptide, malachite green phosphate absorbance; inhibition, % at 20 µM; actives 0.88% (n = 340,000); AID 493091;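 active = inhibition above about 50% at 20 µM, limit read from the data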;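 note: plate controls were DMSO wells with enzyme for no effect and wells lacking enzyme for full effect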
Target sequence (Q9GZU7 76-261 limits assumed): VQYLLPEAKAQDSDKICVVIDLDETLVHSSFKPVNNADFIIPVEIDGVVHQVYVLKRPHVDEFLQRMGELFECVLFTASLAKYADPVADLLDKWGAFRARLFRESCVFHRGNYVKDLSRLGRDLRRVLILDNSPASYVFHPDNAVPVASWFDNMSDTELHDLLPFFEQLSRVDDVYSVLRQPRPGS
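Test system: SCP-1 catalytic domain; Buffer or medium: Acidic Tris acetate buffer with magnesium and detergent; Also added: Phosphorylated 17-residue peptide substrate; Compound: single 20 µM dose, 1% DMSO; Schedule: enzyme reaction 45 min at room temperature, colour 5 min, stabilisation 30 min; Signal: Phosphate-binding colour reagent, absorbance read at 630 nm.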
DNMT1 inh – blocks human DNA methyltransferase DNMT1; inhibition (reported as % activation of signal), % at 10 µM; DNMT1 molecular beacon, Hinp1I cleavage, fluorescence; AID 588458; actives 0.83% (n = 360,000); in the data active = inhibition above about 50%
NadD block – blocks S. aureus nicotinate mononucleotide adenylyltransferase. purified NadD enzyme, colorimetric absorbance read-out. inhibition, % at 20 µM. AID 602399. actives 0.78% (n = 360,000); in the data active = inhibition above about 26%; note: some compounds past the cut are filed as inactive
CSN deneddyl inh – inhibitors of human CSN-mediated cullin deneddylation | Q92905 | Purified CSN, SCF-Nedd8-OG deneddylation, fluorescence polarization | inhibition, % at 12.5 µM | actives 0.38% (n = 360,000);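 active = pattern-corrected inhibition above about 35%, with an unprinted fluorescence ratio check between 0.5 and 1.5, limit read from the data, passing the limit was not always enough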;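 note: 0% = enzyme with substrate and 100% = substrate without enzyme; some results filed as inactive read as strong as hits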
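Material: purified human Csn5 enzyme expressed in HEK293T cells / Medium: Tris buffer pH 7.5, NaCl, DTT, Tween-20, trehalose, ovalbumin / Compound dosing: 12.5 µM single point / Schedule: 90 min incubation of compound, enzyme and substrate at room temperature / Signal: fluorescence polarization of the substrate / Control set: no-enzyme wells high, enzyme-with-substrate wells low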
LMPTP block – LMPTP (human) inhibition; P24666; inhibition, % at 20 µM; actives 0.22% (n = 360,000); recombinant LMPTP-A, OMFP fluorogenic substrate, fluorescence intensity;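 active = compounds that cut the enzyme signal by at least half of the control window in the single-dose screen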;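 note: plate controls were DMSO wells with enzyme plus substrate for no effect and substrate without enzyme for full effect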
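Test system: LMPTP-A, protein tyrosine phosphatase of low molecular weight; Input: 0.625 nM enzyme; Incubation: 50 min dark incubation at room temperature; Signal: endpoint fluorescence intensity from OMFP dephosphorylation; Read-out basis: % inhibition versus control wells.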
STEP inh – blocks human striatal-enriched tyrosine phosphatase | P54829 | recombinant STEP, OMFP fluorogenic substrate, fluorescence | actives 0.25% (n = 360,000) | inhibition, % at 20 µM;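 active = inhibition at 20 µM, scaled per plate between control wells, above about 37%, limit read from the data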;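 note: 0% = DMSO with enzyme and substrate and 100% = substrate only without enzyme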
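System: STEP phosphatase, cell-free reaction; Buffer or medium: Bis-Tris pH 6.0 buffer with DTT, detergent; Incubation: 20 min at room temperature, dark; Measured by: fluorescence, 480/540 nm.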
PABP1 MLLE inh – blocks PAM2 peptide binding to the PABP1 MLLE domain. GST-MLLE / FITC-PAM2 fluorescence polarization. inhibition, % at 20 µM. actives 0.36% (n = 360,000); in the data active = inhibition above about 35%, passing the limit was not always enough;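 note: plate controls were DMSO wells with GST-MLLE for no effect and wells lacking GST-MLLE protein for full effect; some results filed as inactive read as strong as hits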
Target sequence (P11940 whole entry, looked up, the tested form may be a part): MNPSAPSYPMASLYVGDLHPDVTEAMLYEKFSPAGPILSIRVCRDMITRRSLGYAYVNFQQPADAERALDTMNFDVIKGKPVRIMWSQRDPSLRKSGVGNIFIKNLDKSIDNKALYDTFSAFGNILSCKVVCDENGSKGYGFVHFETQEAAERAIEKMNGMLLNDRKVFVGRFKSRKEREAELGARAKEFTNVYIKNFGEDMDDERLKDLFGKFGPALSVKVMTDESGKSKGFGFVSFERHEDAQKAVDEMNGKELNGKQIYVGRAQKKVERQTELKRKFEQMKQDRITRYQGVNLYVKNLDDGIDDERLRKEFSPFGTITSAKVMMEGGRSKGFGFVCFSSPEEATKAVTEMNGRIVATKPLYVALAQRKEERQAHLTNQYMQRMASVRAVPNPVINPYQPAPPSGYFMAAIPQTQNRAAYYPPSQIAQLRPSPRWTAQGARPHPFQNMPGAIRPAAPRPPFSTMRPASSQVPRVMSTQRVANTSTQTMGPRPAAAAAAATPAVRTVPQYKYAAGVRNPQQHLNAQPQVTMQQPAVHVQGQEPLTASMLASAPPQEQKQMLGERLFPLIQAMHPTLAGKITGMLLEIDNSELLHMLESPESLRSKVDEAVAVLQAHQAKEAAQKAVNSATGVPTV
SUMO1 PPI mod – modulators of human SUMO1-mediated protein-protein interactions; P63165; inhibition, % at 20 µM; SUMO1 binding to a labelled peptide, TR-FRET, 1 h; actives 0.33% (n = 360,000); in the data active = inhibition above about 37%
Target sequence (P63165 whole entry, looked up): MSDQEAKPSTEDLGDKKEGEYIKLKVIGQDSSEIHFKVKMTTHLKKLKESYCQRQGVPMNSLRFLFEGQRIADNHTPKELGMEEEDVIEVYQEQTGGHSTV
Numbers without * were called inactive; i = inactive; . = no result given.

SMILES	Rpn11 block	TbMetRS inhib	Scp-1 inhibitor	DNMT1 inh	NadD block	CSN deneddyl inh	LMPTP block	STEP inh	PABP1 MLLE inh	SUMO1 PPI mod
CCCCOC(=O)c1ccc(N2C(=O)CC(N3CCN(C/C=C/c4ccccc4)CC3)C2=O)cc1 (stereo not drawn)	i	-0.6	-2.2	-11.3	7.3	-2.2	-0.3	2.5	3.8	-2.7
Cc1ccc(SCCC(=O)NCc2ccncc2)cc1	i	-1.1	1.6	3.7	1.2	-4.7	-0.4	0.6	-0.3	1.8
COc1nc(NCc2cccnc2)nc(OC)n1	i	-1.5	-7.7	-1.2	-5.4	-4.2	-1.3	-2.6	9.6	0.3
Cc1cc(C)nc(N2C(=O)CC(C(=O)O)NC2=NCCc2c[nH]c3ccccc23)n1 (stereo not drawn)	i	-0.6	3.8	2.3	-2.6	2.0	-3.1	-1.5	2.7	4.3
CCOC(=O)Cc1nc(-c2cccc(C(F)(F)F)c2)no1	i	-0.9	-5.5	-3.3	-2.5	9.9	-0.6	3.8	2.7	-1.6
CCOC(=O)C1=C(C)NC(SCC(N)=O)=C(C#N)C1c1cccs1 (stereo not drawn)	i	-0.7	-6.0	-1.5	3.7	0.1	-0.7	0.1	-46.3	-3.1
O=C(Nc1ccc(S(=O)(=O)NC2=NCCCCC2)cc1)c1cccc(S(=O)(=O)N2CCOCC2)c1	i	0.0	50.2*	3.2	2.5	1.4	56.6*	-5.5	-41.4	7.9
COc1nc(Oc2ccc(=O)n(C)n2)nc(N(C)C)n1	i	-0.1	2.6	1.4	6.7	-0.8	-0.6	-1.1	-9.6	-2.1
CCN1CCN(c2ccc(S(=O)(=O)N3CCCCC3)cc2NC(=O)/C=C/c2ccc([N+](=O)[O-])cc2)CC1	i	-0.5	5.5	1.3	18.2	-5.2	5.5	2.2	-59.3	-83.2
Fc1ccc(Nc2nc(N3CCOCC3)c3ccccc3n2)cc1	i	0.6	8.6	-4.0	-10.1	-3.4	5.2	-1.3	2.0	-1.6
CCN1CCN(C(c2cccnc2)c2c(NC(=O)c3ccco3)sc(C)c2C)CC1 (stereo not drawn)	i	-0.3	-2.2	-2.2	-7.9	2.0	-1.5	-2.0	8.1	-0.6
O=C(NCCCn1ccnc1)/C(=C/c1cccs1)NC(=O)c1ccco1	i	-0.2	-0.7	-4.9	-3.4	2.5	0.7	-0.9	8.0	-1.1
O=S(=O)(c1ccc(Cl)cc1)N1CCN(C(=S)Nc2ccccc2F)CC1	i	-0.8	-7.1	-2.6	-17.4	-3.5	0.7	2.0	-75.6	1.8
O=C(NNS(=O)(=O)c1ccc2ccccc2c1)C1CCN(Cc2ccccc2)CC1	i	-0.6	0.5	2.1	-10.5	2.5	2.8	-1.9	-1.8	0.7
O=C(Cc1cccs1)NCCN1CCOCC1	i	0.2	-3.1	-1.3	-1.3	-1.5	-2.1	4.0	20.3	1.0
COc1ccc(CN(C)CC(=O)Nc2cccc3ccccc23)cc1F	i	-0.7	-3.8	0.5	8.3	5.1	1.1	0.2	-7.1	-2.5
Cc1ccc(C)c(S(=O)(=O)N2CCCOC2CNC(=O)C(=O)NCc2ccccc2)c1 (stereo not drawn)	i	-0.4	-1.3	0.9	3.1	4.5	-0.1	0.5	18.8	-3.4
CCOc1ccccc1NC(=O)N1CCCC(c2nc(-c3ccc(C)o3)no2)C1 (stereo not drawn)	i	-0.3	-9.2	-2.0	-1.9	-0.2	1.0	3.5	4.0	2.1
Cc1ccccc1N=C(N)Nc1ccccc1C	i	0.0	-2.2	4.2	0.8	-15.9	-1.6	-4.7	57.9*	-0.6
Cc1ccc(S(=O)(=O)c2c(C)cc(C)nc2Oc2cccc(C)c2C)cc1	i	-0.9	-10.7	-3.2	-0.2	-0.9	1.5	0.5	-6.2	-0.6
CC(C)(C)C1CCc2onc(C(=O)NCc3ccc(F)cc3)c2C1 (stereo not drawn)	i	-0.6	-17.5	-1.6	-7.8	0.6	3.0	-0.8	0.7	0.1
Cc1ccccc1NC(=O)Cc1nc(COC(=O)CSc2ccccc2)cs1	i	-0.6	-4.8	-5.4	-0.7	1.9	-0.1	2.0	-9.3	2.7
Cc1ccc(C)c(NC(=O)CC2Sc3ccccc3NC2=O)c1 (stereo not drawn)	i	-0.4	2.2	9.1	-2.1	-3.5	0.7	6.5	-9.2	7.2
CCOc1ccc(Oc2ccc(C(F)(F)F)cc2NC(=O)C2=COCCO2)cc1	i	-0.4	-6.5	-7.8	-1.2	3.1	2.4	0.4	-10.1	-3.0

Given as labelled records: entries from further up.
Cc1ccccc1NC(=O)Cc1nc(COC(=O)CSc2ccccc2)cs1
  Rpn11 block: i	TbMetRS inhib: -0.6	Scp-1 inhibitor: -4.8	DNMT1 inh: -5.4	NadD block: -0.7	CSN deneddyl inh: 1.9	LMPTP block: -0.1	STEP inh: 2.0	PABP1 MLLE inh: -9.3	SUMO1 PPI mod: 2.7

CCOc1ccc(Oc2ccc(C(F)(F)F)cc2NC(=O)C2=COCCO2)cc1
  Rpn11 block: i	TbMetRS inhib: -0.4	Scp-1 inhibitor: -6.5	DNMT1 inh: -7.8	NadD block: -1.2	CSN deneddyl inh: 3.1	LMPTP block: 2.4	STEP inh: 0.4	PABP1 MLLE inh: -10.1	SUMO1 PPI mod: -3.0

O=C(NCCCn1ccnc1)/C(=C/c1cccs1)NC(=O)c1ccco1
  Rpn11 block: i	TbMetRS inhib: -0.2	Scp-1 inhibitor: -0.7	DNMT1 inh: -4.9	NadD block: -3.4	CSN deneddyl inh: 2.5	LMPTP block: 0.7	STEP inh: -0.9	PABP1 MLLE inh: 8.0	SUMO1 PPI mod: -1.1

CCCCOC(=O)c1ccc(N2C(=O)CC(N3CCN(C/C=C/c4ccccc4)CC3)C2=O)cc1 (stereo not drawn)
  Rpn11 block: i	TbMetRS inhib: -0.6	Scp-1 inhibitor: -2.2	DNMT1 inh: -11.3	NadD block: 7.3	CSN deneddyl inh: -2.2	LMPTP block: -0.3	STEP inh: 2.5	PABP1 MLLE inh: 3.8	SUMO1 PPI mod: -2.7

Other entries follow:
SMILES	Rpn11 block	TbMetRS inhib	Scp-1 inhibitor	DNMT1 inh	NadD block	CSN deneddyl inh	LMPTP block	STEP inh	PABP1 MLLE inh	SUMO1 PPI mod
CCCCCCCCN1C(=O)[C@H](CC(=O)NCc2cccc(C(F)(F)F)c2)C[C@@]2(C(=O)OCC)CCC=C12	.	0.2	.	.	.	-1.4	3.8	.	.	0.8
O=C(O)c1ncn(Cc2ccc(Br)cc2)c1C(=O)O	i	0.4	-2.7	7.1	-0.6	-17.9	-0.5	-1.2	-14.6	-0.1
CSCCC(NC(=O)c1ccccc1Cl)C(=O)Nc1cccc(S(=O)(=O)N2CCCC2)c1 (stereo not drawn)	i	-0.8	-8.2	0.1	-2.9	-3.7	0.7	-1.3	6.2	-3.9
CN(C)C=NC(=O)c1cc(C(=O)c2ccccc2)c[nH]1	i	-0.9	3.5	4.8	-1.8	-5.3	-1.1	-0.8	9.5	-1.5
CCCSc1nnc(NC(=O)Nc2ccc(C)cc2)s1	i	0.1	-3.6	11.1	-1.3	2.4	-0.1	0.3	-16.3	13.9
O=C(Nc1ccc2c(c1)OCO2)NC1CCN(Cc2ccccc2)CC1	i	-1.0	5.7	0.2	-0.9	-4.5	-0.2	-2.7	-2.0	0.0
Brc1ccc(-c2nnc(-c3ccco3)o2)cc1	i	-0.1	-7.0	0.2	-1.4	0.4	2.1	-1.2	-0.6	-1.0
COc1ccc(CCC(=O)Nc2ccc(Cl)c(S(=O)(=O)N3CCCC3)c2)cc1	i	-0.7	-5.2	-9.3	-4.1	3.0	4.3	1.2	16.4	1.8
N#Cc1cc2c(nc1SCC(=O)NCc1ccc3c(c1)OCO3)CCCCC2	i	-0.1	0.2	0.1	-5.8	-0.9	-0.6	0.1	-10.2	3.4
CCC(c1nnnn1CC1CCCO1)N(CCN1CCOCC1)Cc1cc2cc(C)ccc2[nH]c1=O (stereo not drawn)	i	-1.8	5.4	-3.0	-0.8	-3.9	1.3	-1.5	6.3	-0.1
O=C(c1cc(COc2c(F)cccc2F)on1)N1CCCCCC1	i	-0.3	-4.8	1.7	-6.0	-1.9	0.5	0.0	1.5	1.0
CC[C@@]1(O)C(=O)OCc2c1cc1n(c2=O)Cc2cc3c(CN(C)C)c(O)ccc3nc2-1	i	-0.1	-3.8	22.6	-4.6	-74.9	0.2	-5.8	198.8	-28.9
O=C(Nc1cccc(O)c1)C(Cc1ccccc1)N1C(=O)c2cccc3cccc(c23)C1=O (stereo not drawn)	i	-0.2	0.8	12.0	5.4	2.9	0.4	0.7	-12.0	0.8
COC(=O)c1sccc1NC(=O)COc1ccc(Cl)cc1Cl	i	0.7	-9.1	13.4	-2.2	5.2	0.7	10.9	8.8	-2.7
COCC(=O)N1CCC(Oc2ccc(C(=O)N3CCCCCC3)cc2)CC1	i	-0.2	-7.3	0.0	-0.4	2.5	-2.7	-0.9	7.3	-2.4
COc1ccc(/C=C/C(=O)O)cc1S(=O)(=O)NCc1ccco1	i	-0.9	31.9	9.5	-3.0	4.5	-0.4	4.4	-4.0	-2.2
O=C(/C=C/c1cccc(Cl)c1)OCc1cn2cc(Cl)ccc2n1	i	-0.5	-2.7	0.0	2.8	0.2	1.7	1.1	3.9	-3.2
Cc1ccc(O)c(NC(=O)CCC2CCCCC2)c1	i	-0.3	-7.9	3.0	-8.5	1.0	0.3	-1.7	-3.8	-0.2
Cc1c(C(=O)N2CCN(Cc3ccc4c(c3)OCO4)CC2)cccc1[N+](=O)[O-]	i	-0.3	-5.3	1.2	-5.2	-0.7	-1.6	1.4	-8.9	-5.3
O=c1c(C(c2ccc(O)cc2)c2c(O)nc3n(c2=O)CCCS3)c(O)nc2n1CCCS2	i	0.4	8.8	13.0	9.1	6.3	0.0	-0.2	34.9	8.4
O=C(O)CSc1cn(Cc2ccccc2)c2ccccc12	i	-0.7	-9.0	-3.3	-2.7	1.7	-0.7	2.8	4.6	7.5
O=C1c2ccccc2C(c2nnnn2Cc2ccccc2)N1C1CC1 (stereo not drawn)	.	-0.6	.	.	-0.2	1.5	-1.6	.	.	3.8
CCn1ncc(Br)c1C(=O)Nc1ccc(-c2ccno2)cc1	i	-0.1	-11.0	-6.0	-7.9	2.5	-0.1	-0.9	-3.2	-0.8

An unsorted share of the library; overall some 3.6% were active at least once.
